RORg inh: qHTS for inhibitors of ROR gamma transcriptional activity. Potency, µM (titrated, usually from 53.6 µM), for the others: at the highest dose activity change, negative = inhibition, hits mostly inhibitors. 310,000 tested, 5.4% active. AID 2551, 2010. Drosophila S2 Gal4-RORgamma UAS-luciferase reporter, 20 h. Nuclear receptor ROR-gamma (Mus musculus), P51450; also: potency is read from the fitted curve at half-maximal effect; % is scaled to controls: 0 for no effect and ±100 for the full control effect; nearly all actives have a fitted effect of over 60% in size
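Stable Schneider cell line, Gal4 DNA-binding domain fused to ROR gamma, UAS-luciferase. Cmpd 1 hr RT → CuSO4 700 uM final → 20 hr RT → luciferase reagent 10 min → luminescence.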
MBNL1 CUG block: qHTS Assay for Inhibitors of MBNL1-poly(CUG) RNA binding; TR-FRET MBNL1-His/biotin-(CUG)12 binding, 665/545 ratio; Potency, µM (doses to about 57.5 µM), inactives show at the top dose activity change, negative = inhibition, usual class: inhibitors; 280,000 tested, 0.036% active; active = well fitted inhibition curve with a large enough effect in the signal ratio, with a control signal flat, not every such curve was filed as active; inconclusive = small, poorly fitted or top-dose-only effect, or effect the other way, or a change in a side signal; inactive = no such curve, though single readings can be large or run the other way; the % refers to the signal ratio; also: potency is read from the fitted curve at half-maximal effect; % is scaled to controls: 0 for no effect and ±100 for the full control effect
Target sequence (Q9NR56 whole entry, looked up): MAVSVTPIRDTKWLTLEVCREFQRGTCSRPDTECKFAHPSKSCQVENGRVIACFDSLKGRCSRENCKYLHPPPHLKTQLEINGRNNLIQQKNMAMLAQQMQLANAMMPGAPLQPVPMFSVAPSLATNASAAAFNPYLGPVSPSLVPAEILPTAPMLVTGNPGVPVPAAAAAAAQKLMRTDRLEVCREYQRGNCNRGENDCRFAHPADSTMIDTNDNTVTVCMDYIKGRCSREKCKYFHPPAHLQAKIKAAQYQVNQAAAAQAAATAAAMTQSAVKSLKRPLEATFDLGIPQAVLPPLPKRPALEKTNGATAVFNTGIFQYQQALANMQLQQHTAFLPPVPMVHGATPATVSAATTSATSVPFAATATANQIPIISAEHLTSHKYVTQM
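Compound titration spanned 92 nM–58 uM against the MBNL1-His/biotin-(CUG)12 complex. After 60 min at room temperature with 5 nM streptavidin-XL665 and 0.055 ng/ul terbium anti-His, ratiometric 665/545 nm emission (Ex 340 nm) normalized to controls.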
ELG1 DNA repair: qHTS screen for small molecules that inhibit ELG1-dependent DNA repair in human embryonic kidney (HEK293T) cells expressing luciferase-tagged ELG1 | HEK293T ELG1-luciferase reporter, luminescence, 16 h; DNA damage induced by 5-fluorouridine | Potency, µM (titrated, usually from 46.1 µM), for the others: at the top dose activity change, negative = inhibition, usual class: inhibitors | 330,000 tested, 2.3% active | AID 504467, 2011; also: potency is read from the fitted curve at half-maximal effect; % is scaled to controls: 0 for no effect and ±100 for the full control effect; nearly all actives have a fitted effect of over 55% in size
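Overnight (16 hr) co-exposure of 2,000 cells/well to 5-fluorouridine and compound at 37 °C preceded detection. Luciferase was quantified via ONE-Glo luminescence; loss of signal denotes inhibition.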
Menin MLL FP TR: qHTS Assay for Inhibitors Targeting the Menin-MLL Interaction in MLL Related Leukemias: Competition With Texas Red Labeled MLL-derived Mutant Peptide; Menin + Texas Red MLL mutant peptide, fluorescence polarization; O00255; Potency, µM (doses to about 61.6 µM), without a hit: at the highest dose FP activity change, negative = inhibition, hits mostly inhibitors; 270,000 tested, 0.23% active; active = well fitted inhibition curve with a large enough effect in the polarisation, with a control signal flat, not every such curve was filed as active; inconclusive = small, poorly fitted or top-dose-only effect, or effect the other way, or a change in a side signal; inactive = no such curve, though single readings can be large or run the other way; the % refers to the polarisation; also: potency is read from the fitted curve at half-maximal effect; % of control where 0% means no effect; many of its hits are not listed in these tables
Target sequence (O00255 whole entry, looked up): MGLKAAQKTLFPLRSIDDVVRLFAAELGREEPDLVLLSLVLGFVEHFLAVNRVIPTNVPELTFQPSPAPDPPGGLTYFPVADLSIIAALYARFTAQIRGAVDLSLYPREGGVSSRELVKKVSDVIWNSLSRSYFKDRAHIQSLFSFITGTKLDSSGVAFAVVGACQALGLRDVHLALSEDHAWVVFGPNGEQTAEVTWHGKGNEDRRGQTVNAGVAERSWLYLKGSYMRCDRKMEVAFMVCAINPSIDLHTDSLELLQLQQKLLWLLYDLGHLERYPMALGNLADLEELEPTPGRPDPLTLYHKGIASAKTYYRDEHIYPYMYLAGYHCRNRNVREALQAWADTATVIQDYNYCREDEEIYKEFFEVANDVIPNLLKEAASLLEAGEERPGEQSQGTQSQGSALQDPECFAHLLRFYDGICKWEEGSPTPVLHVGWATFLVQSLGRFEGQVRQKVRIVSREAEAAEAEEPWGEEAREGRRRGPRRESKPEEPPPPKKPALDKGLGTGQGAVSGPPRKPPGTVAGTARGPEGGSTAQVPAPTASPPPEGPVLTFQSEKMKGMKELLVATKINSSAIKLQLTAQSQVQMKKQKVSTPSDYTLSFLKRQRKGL
FLuc counter: qHTS profiling assay for firefly luciferase inhibitor/activator using purifed enzyme and Km concentrations of substrates (counterscreen for miR-21 project). Luciferin 4-monooxygenase (Photinus pyralis), P08659. purified FLuc, Km substrates, luminescence inhibition. Potency, µM (top dose mostly 57.5 µM), inactives show at the top dose activity change, negative = inhibition, hits mostly inhibitors. 360,000 tested, 6.9% active;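 also: potency is read from the fitted curve at half-maximal effect; plate controls were vehicle for no effect and reference inhibitor for full effect; nearly all actives have a fitted effect of over 55% in size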
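Biochemical qHTS of compounds, final roughly 60 µM downward over six points, against 10 nM purified firefly luciferase using Km concentrations of substrates (10 uM D-luciferin, 10 uM ATP) in Tris acetate pH 7.5 buffer; luminescence output.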
Gal4-VP16 FLuc: VP16 counterscreen qHTS for inhibitors of ROR gamma transcriptional activity | Drosophila S2 Gal4-VP16 UAS-luciferase, luminescence, 20 h | Potency, µM (top dose mostly 53.6 µM), for inactives: at the highest dose activity, negative = inhibition, usual class: inhibitors | 310,000 tested, 3.5% active;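 also: Gal4-VP16 expression switched on by copper sulfate through the metallothionein promoter; potency is read from the fitted curve at half-maximal effect; % is scaled to controls: 0 for no effect and ±100 for the full control effect; nearly all actives have a fitted effect of over 50% in size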
Rab9 prom act: qHTS Assay for Rab9 Promoter Activators; Potency, µM (doses to about 9.22 µM), inactives show at the top dose activation, negative = inhibition, usual class: activators; AID 485297, 2010; 320,000 tested, 2.8% active; Huh7 Rab9 promoter-luciferase reporter, luminescence, 24 h; also: potency is read from the fitted curve at half-maximal effect; % of control where 0% means no effect; nearly all actives have a fitted effect of over 60% in size
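Cells were plated at 1500 per well in reduced-serum medium with 10% FBS and left 2 h. Compound in DMSO was then added for 24 h at 37 °C. Reporter signal was read by luminescence after 10 min with luciferase detection reagent.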
PKM2 act: qHTS Assay for Activators of Human Muscle isoform 2 Pyruvate Kinase | AID 1631, 2009 | Pyruvate kinase PKM (Homo sapiens), P14618 | 260,000 tested, 0.34% active | purified PKM2, Kinase-Glo ATP luminescence, activation; response scale: 0% is enzyme alone, no compound | Potency, µM (doses to about 57.5 µM), inactives show at the top dose activation, hits mostly activators; also: potency is read from the fitted curve at half-maximal effect; % is scaled to controls: 0 for no effect and ±100 for the full control effect; nearly all actives have a fitted effect of over 55% in size
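hPK-M2, >95% pure; 0.1 mM ADP / 0.5 mM PEP final; imidazole pH7.2 buffer w/ 7 mM MgCl2, 50 mM KCl; 1 h RT; Kinase-Glo lum. Intermediate enzyme activity for dual inhibitor/activator qHTS.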
NPC1 promoter act: qHTS Assay for NPC1 Promoter Activators. Potency, µM (titrated, usually from 9.22 µM), inactives show at the top dose activation, actives largely listed as activators. Huh7 NPC1 promoter luciferase reporter, 24 h. 320,000 tested, 2.4% active. AID 485313, 2010;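 also: potency is read from the fitted curve at half-maximal effect; % of control where 0% means no effect; nearly all actives have a fitted effect of over 60% in size; reporter is driven by a mutant NPC1 promoter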
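Stable NPC1-promoter luciferase Huh7 line; cpd (DMSO) 24 h, 37 °C, 5% CO2; Amplite luciferase reagent 10 min RT; luminescence readout. qHTS format.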
Mito fusion act: qHTS Assay for Small Molecule Inhibitors of Mitochondrial Division or Activators of Mitochondrial Fusion. Potency, µM (top dose mostly 46.1 µM), for the others: at the highest dose growth rescue (activation), hits mostly activators. 320,000 tested, 0.23% active. S. cerevisiae fusion-defective mutant growth rescue, CellTiterGlo 48 h. AID 485298, 2010;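 also: potency is read from the fitted curve at half-maximal effect; % of control where 0% means no effect; nearly all actives have a fitted effect of over 45% in size; temperature-sensitive fusion mutants such as fzo1-1 at 37 °C on non-fermentable ethanol glycerol medium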
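Compounds are tested for their ability to restore growth of mitochondrial fusion-defective yeast strains at non-permissive 37C in YPEG medium over 48 hours. Viability is quantified by luciferase luminescence.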
KCNH2 3.1 block: qHTS for Inhibitors of KCHN2 3.1: Mutant qHTS; Potassium voltage-gated channel subfamily H member 2, brain isoform KCNH2 3.1 (human); U2OS KCNH2 3.1, thallium flux FluxOr; stronger effect = lower value; activity change, % (tested at about 1.8 µM); 340,000 tested, 0.95% active; AID 720553, 2013;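 active = maximum activity change below -70%; inconclusive = maximum activity change from -70% to -50%; inactive = maximum activity change above -50%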;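 also: thallium influx rate constant from kinetic fluorescence after stimulation buffer; % is scaled to controls: 0 for no effect and ±100 for the full control effect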
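Measured as rate of thallium-driven FluxOr signal in transduced U2OS cells carrying the 3.1 channel, read kinetically for 2 min upon stimulation; values are rate constants scaled to DMSO control wells.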
Active calls of the source: *; u = inconclusive; x = no result given; [ ] = another dose, or the depositor's remark. Unless noted, calls follow the shape of the dose curve; as a rule, active = well fitted curve in the direction sought with a large enough effect; inconclusive = small, poorly fitted or top-dose-only effect, or another doubt; inactive = no such curve, though single readings can be large; an effect the other way counts as inactive or inconclusive.

SMILES	RORg inh	MBNL1 CUG block	ELG1 DNA repair	Menin MLL FP TR	FLuc counter	Gal4-VP16 FLuc	Rab9 prom act	PKM2 act	NPC1 promoter act	Mito fusion act	KCNH2 3.1 block
CCOC(=O)C1=C(C)Nc2nc(SCc3cccnc3)nn2C1c1ccc(OC)cc1 (stereo unspecified)	-24%	5%	u	-4%[11.7 µM]	0%	3%	-8%	0%	0%	2%	-14
Cc1ccc(N2CC(=O)Nc3c(oc4nc(-c5ccccc5)cc(C)c34)C2=O)cc1	-16%	6%	16%	x	-2%	15%	3%	2%	-3%	-1%	-3
O=C(CSc1nnc(-c2ccccc2)o1)NCC1CCCCC1	1%	2%	9%	4%	-7%	-17%	8%	0%	-2%	7%	-2
COc1cccc(-n2cnc3sc(C)c(C)c3c2=O)c1	18%	-8%	u	-16%	u	-2%	16%	-18%	9%	8%	8
COc1ccc(-c2c(C#N)c(N)n(N)c(=O)c2C#N)cc1Cl	-17%	3%	9%	-20%	-5%	9%	1%	-1%	1%	-5%	-8
O=C(NCc1ccco1)C12CN(Cc3ccccc3)CC1C(c1cccc([N+](=O)[O-])c1)=NO2 (stereo unspecified)	u	u	-23%	u	3%	11%	4%	0%	0%	7%	-23
COc1ccc(S(=O)(=O)c2ccc(O)cc2)cc1	0%	-8%	1%	-1%	7%	-2%	18%	4.5µM*	1%	-5%	-17
CCOc1cc(/C=C(\C(=O)O)c2ccc(S(=O)(=O)N3CCCC3)s2)ccc1OC	x	x	u	x	5%	x	-5%	x	-1%	0%	15
CC(=O)c1cc(C(c2csc(C(C)=O)c2)c2csc(C(C)=O)c2)cs1	2%	74%[activator]	-8%	-4%	5%	-1%	-3%	2%	1%	-3%	4
N#Cc1ccc(NC(=O)Cn2cnc(S(=O)(=O)N3CCc4ccccc43)c2)cc1	18%	-2%	-7%	27%	1%	5%	-4%	5%[0.46 µM]	-2%	0%	2
O=C(CCc1nc(-c2ccccc2F)no1)Nc1ccc(Oc2ccccc2)cc1	u	-11%	u	u	-9%	0%	-10%	-11%	5%	7%	20
N=C1C(c2ccccc2)=C(O)CN1c1cccc(S(N)(=O)=O)c1	3%[10 µM]	x	3%	6%	0%	1%	-5%	4%	-3%	-3%	x
CN(C)CCNc1ccc(Cl)cc1[N+](=O)[O-]	-12%	u	10%	-2%	5%	2%	-2%	-8%	2%	-2%	0
CC(=O)N(c1ccccc1)C(C)c1nc(C#N)c(C#N)nc1C (stereo unspecified)	4%	-4%[11.5 µM]	-17%	-5%	-1%	-27%	2%	10%	-3%	6%	3
O=c1[nH]c2cc3c(cc2cc1C(c1nnnn1CC1CCCO1)N1CCCCCC1)OCO3 (stereo unspecified)	u	u	-2%	-17%	3%	-8%	0%	7%	-3%	3%	x
N#Cc1c(F)cccc1NCc1cccnc1	14%	-4%	u	-15%	-1%	5%	2%	x	1%	2%	-6
CCC1SC(CC)C(=O)N(CC(=O)NC2CCCCC2)C1=O (stereo unspecified)	14%	0%	5%	-18%	5%	-3%	-3%	1%	-5%	0%	16
O=C(O)CCCC(=O)Nc1ccccc1C(=O)O	-3%	-10%	-2%	0%	1%	-3%	-4%	-6%	-1%	-5%	7
O=C(OCC(=O)N1CCCCCC1)c1ccccc1Br	x	x	u	x	5.4µM*	x	1.8µM*	x	2.2µM*	0%	17
CCSc1ccccc1C(=O)NCc1ccc(S(N)(=O)=O)cc1	-11%	-1%	-16%	-3%	2%	8%	-1%	0%	0%	-3%	-20
CC1C(=O)CC(c2ccc([N+](=O)[O-])cc2)NC1c1ccc([N+](=O)[O-])cc1 (stereo unspecified)	23%	u	u	-7%	-2%	19%	-2%	1%	-6%	10%	-71*
C=CCn1c(SCC(=O)Nc2ccc3c(c2)OCCO3)nnc1-c1ccccn1	10%	11%	u	-9%	u	2%	4%	-2%	-1%	-1%	-2
COc1ccc(C2=NCC(CSc3nnnn3C)S2)cc1 (stereo unspecified)	32%	0%	u	-1%	u	20%	15%	2%	2%	10%	-32
CCCCN1c2cc(C)c(O)cc2C(C(=O)OCC)C1C (stereo unspecified)	-22%	-1%	3%	32%	6%	2%	-3%	3%	2%	1%	26
O=C(N/N=C/c1ccc(OC(F)F)cc1)c1cccc(S(=O)(=O)N2CCOCC2)c1	13%	-6%	0%	-13%	-2%	-23%	0%	-8%	-5%	u	6

Remaining list, next part.
SMILES	RORg inh	MBNL1 CUG block	ELG1 DNA repair	Menin MLL FP TR	FLuc counter	Gal4-VP16 FLuc	Rab9 prom act	PKM2 act	NPC1 promoter act	Mito fusion act	KCNH2 3.1 block
COc1ccccc1CN1CC(C(=O)NCCc2ccccc2Cl)CCC1=O (stereo unspecified)	17%	1%	u	1%	u	0%	14%	x	2%	-1%	-3
Cc1cc(C(=O)Nc2ccccc2C(F)(F)F)no1	-4%	10%	-18%	-6%	-10%	6%	3%	-4%	0%	1%	27
CC(NC(=O)CN1C(=O)c2ccccc2C1=O)c1ccccc1 (stereo unspecified)	0%	2%	10%	-18%	-1%	7%	-3%	x	-3%	19%	-3
O=C(COC(=O)/C=C/c1cccc(Cl)c1)Nc1cccc(S(=O)(=O)NC2=NCCC2)c1	x	x	u	x	-2%	x	-2%	x	-4%	4%	6
Cc1cc2nc(CCN(C(=S)NCC(C)C)C3CCCC3)[nH]c2cc1C	7.1µM*	-6%	u	8%	2%	u	0%	0%	-1%	-4%	-1
O=C(Cn1ccc([N+](=O)[O-])n1)N1CCCCC1	9%	7%	14%	19%	2%	-8%	0%	-1%	-2%	1%	6
COc1cccc(CNC2CCCC2)c1	5%	-6%	1%	9%	0%	0%	7%	3%	-1%	-2%	38
CC(=O)Nc1ccc(C(=O)CN2CCN(c3ccccc3)CC2)cc1	-3%	12%	6%	-17%	-1%	-12%	0%	7%	0%	1%	-9
CCOC(=O)C1=C(COC(=O)c2cc(OC)c(OC)cc2[N+](=O)[O-])NC(=O)NC1C (stereo unspecified)	x	x	-8%	x	-2%	x	2%	x	-4%	7%	1
CCC1CCCCN1C(=O)c1ccc(OC)c(OC2CCN(C(C)=O)CC2)c1 (stereo unspecified)	x	-1%	2%	-10%	6%	x	-1%	-2%	0%	0%	x
CCCn1c(=S)[nH]c2cc(C(=O)N3CCN(C(=O)OCC)CC3)ccc2c1=O	-44%	6%	12%	1%	2%	0%	-1%	x	-2%	-1%	-2
CCn1cc(C(=O)O)c(=O)c2cc(F)c(N3CCN(S(=O)(=O)c4ccc(NC(=O)OC)cc4)CC3)cc21	u	-1%	0%	-2%	0%	-6%	-2%	1%	-3%	1%	4
O=c1c(Cl)c(NCc2ccco2)cnn1C12CC3CC(CC(C3)C1)C2	-3%	18%	u	14%	-18%	-7%[10 µM]	-3%	-10%	18%	u	-3
Cn1c(/C(C#N)=C/c2ccc(-c3ccc(S(N)(=O)=O)cc3)o2)nc2ccccc21	-8%	u	u	-21%	-1%	-24%	-1%	u	-2%	-1%	u
O=C(CN1C(=O)c2ccc([N+](=O)[O-])cc2C1=O)NC1CCCCCC1	x	x	11%	x	3%	x	-6%	x	0%	-6%	-4
O=C(COc1ccc(Cl)cc1)Nc1ccc2c(c1)CCC2	u	-26%	u	-28%	-5%	-10%	4%	11%	1%	-7%	4
Cc1ccc(NC(=S)NC(=O)C2CC2)c(C)c1	5µM*	-5%	u	x	15µM*	7.1µM*	u	-5%	u	-18%	-6
Cc1ccc(NC(=O)CSCC(N)=O)cc1C	-23%	-6%	12%	-3%	0%	-3%	-1%	5%	0%	-3%	-6
CCc1cc2c(cc3c(=O)n(CC(=O)N4CCN(C)CC4)ncn32)s1	0%	8%	u	x	0%	-1%	1%	x	-2%	0%	12

High-throughput results from PubChem BioAssay.

The list is partial; the hit share may differ from the screen's.
